Source: PubChem (several laboratories)
CHRM4 agonist = human M4 muscarinic receptor agonists, primary screen, CHO-K1 cells, Fluo-8 calcium fluorescence | CHO-K1 hM4/Gqi5; vehicle 0%, full acetylcholine response 100% | activation, % at 3 µM | 0.14% of 360,000 active;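 active = activation above the run mean over all test wells plus 3 SD, cut at about 32% in these data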;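 note: peak over basal fluorescence ratio per well then scaled between controls; 0% = DMSO wells and 100% = acetylcholine at EC100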
Target sequence (P08173 whole entry, looked up): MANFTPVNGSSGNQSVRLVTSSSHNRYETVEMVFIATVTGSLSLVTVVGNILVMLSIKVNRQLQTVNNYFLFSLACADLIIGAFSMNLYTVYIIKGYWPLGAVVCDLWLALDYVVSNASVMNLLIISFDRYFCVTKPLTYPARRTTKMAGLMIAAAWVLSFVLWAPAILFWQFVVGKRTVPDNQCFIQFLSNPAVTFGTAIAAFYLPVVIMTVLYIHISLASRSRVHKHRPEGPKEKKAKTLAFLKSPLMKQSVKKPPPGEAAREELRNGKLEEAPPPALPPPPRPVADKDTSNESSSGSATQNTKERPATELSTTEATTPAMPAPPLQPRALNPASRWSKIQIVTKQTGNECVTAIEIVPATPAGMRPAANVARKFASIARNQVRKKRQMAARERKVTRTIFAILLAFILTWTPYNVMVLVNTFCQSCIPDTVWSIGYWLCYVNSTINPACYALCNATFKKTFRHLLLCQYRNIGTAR
M4 PAM = human M4 muscarinic receptor positive allosteric modulators, primary screen, CHO-K1 cells, Fluo-8 calcium fluorescence. Muscarinic acetylcholine receptor M4 (Homo sapiens), P08173. CHO-K1 hM4/Gqi5, ACh EC20; 0% = ACh EC20, 100% = maximal ACh. activation, % at 3 µM. 0.4% of 360,000 active;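 active = activation above its plate's cutoff, the mean activation of sample wells plus 3 SD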; note: some results filed as inactive read as strong as hits
CRFR2-BP antag = antagonists of CRF-BP/CRF-R2 complex, primary screen, cell-based, HEK293, calcium dye fluorescence, uHTS; CRF-induced calcium fluorescence; inhibition, % at 11.8 µM; 0.59% of 350,000 active; AID 588475, 2011;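 active = inhibition of the ligand-induced calcium signal above about 50% at the single tested concentration, limit read from the data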
CHRM5 agonist = human M5 muscarinic receptor agonists, primary screen, CHO-K1 cells, Fluo-8 calcium fluorescence. Muscarinic acetylcholine receptor M5 (Homo sapiens), P08912. CHO-K1 hM5 cells; 0% DMSO wells, 100% maximal acetylcholine response. activation, % at 3 µM. 0.19% of 360,000 active. AID 624037, 2012;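 active = activation above the run's mean over test compounds plus 3 SD, cut at about 23% in these data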;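 note: signal is peak over basal fluorescence ratio across the kinetic read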
M4 antag = human M4 muscarinic receptor antagonists, primary screen, CHO cells, Fluo-8 calcium fluorescence; Muscarinic acetylcholine receptor M4 (Homo sapiens), P08173; CHO-hM4 cells, ACh EC80; inhibition, % at 3 µM; 0.73% of 360,000 active; AID 624125, 2012;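 active = inhibition above its plate's cutoff, the mean inhibition of sample wells plus 3 SD, cut at about 27% in these data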;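 note: 0% = acetylcholine EC80 with DMSO and 100% = DMSO without agonist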
CHRM5 antagonist = human M5 muscarinic receptor antagonists, primary screen, CHO cells, Fluo-8 calcium fluorescence; CHO-hM5 cells, ACh EC80; inhibition, % at 3 µM; 0.59% of 360,000 active; AID 624040, 2012;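 active = inhibition above a per-plate cutoff, the mean of that plate's test compounds plus 3 SD, cut at about 27% in these data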;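 note: 0% = acetylcholine EC80 with DMSO and 100% = DMSO without agonist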
CHRM1 PAM = human M1 muscarinic receptor positive allosteric modulators, primary screen, CHO-K1 cells, Fluo-8 calcium fluorescence, 1536-well; Muscarinic acetylcholine receptor M1 (Homo sapiens), P11229; CHO-K1 hM1, ACh EC20; 0% = ACh EC20, 100% = maximal ACh; activation, % at 3 µM; 0.088% of 360,000 active; AID 588819, 2011; in the data active = activation above about 19%, passing the limit was not always enough
Target sequence (P11229 whole entry, looked up): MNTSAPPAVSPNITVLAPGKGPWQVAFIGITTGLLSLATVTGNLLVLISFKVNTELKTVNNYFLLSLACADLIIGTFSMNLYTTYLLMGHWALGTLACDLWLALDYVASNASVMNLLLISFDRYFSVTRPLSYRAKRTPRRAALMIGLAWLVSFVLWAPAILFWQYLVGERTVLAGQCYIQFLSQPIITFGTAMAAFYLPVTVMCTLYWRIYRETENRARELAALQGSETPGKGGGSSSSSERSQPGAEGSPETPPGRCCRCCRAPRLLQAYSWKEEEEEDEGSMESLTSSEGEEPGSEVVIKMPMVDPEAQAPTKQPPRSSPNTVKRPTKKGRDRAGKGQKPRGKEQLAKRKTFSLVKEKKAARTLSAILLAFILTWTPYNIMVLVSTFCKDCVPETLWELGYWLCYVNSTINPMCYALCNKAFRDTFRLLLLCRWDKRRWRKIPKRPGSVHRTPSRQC
CRFBP-R2 agonist = agonists of CRF-BP/CRF-R2 complex, primary screen, cell-based, HEK293, calcium dye fluorescence, uHTS | CRF-binding protein / CRF receptor 2 complex (human) | calcium dye fluorescence (FLIPR); percent of saturating CRF peptide response | activation, % at 13.2 µM | 0.46% of 350,000 active | AID 588473, 2011;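 active = activation of at least 50%, plus an integration ratio under a set limit after plate pattern correction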;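 note: plate controls were neutral control wells without compound for no effect and CRF at EC100 for full effect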
M5 PAM = human M5 muscarinic receptor positive allosteric modulators, primary screen, CHO-K1 cells, Fluo-8 calcium fluorescence; Muscarinic acetylcholine receptor M5 (Homo sapiens), P08912; CHO-K1 hM5, ACh EC20 PAM; 0% = ACh EC20, 100% = ACh EC100; activation, % at 3 µM; 0.3% of 360,000 active; AID 624038, 2012;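 active = activation above the run cutoff, the mean activation of all test compounds plus 3 SD, cut at about 18% in these data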
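Measured by: Fluo-8 calcium fluorescence; material: human M5 receptor in CHO-K1 cells; schedule: Post-acetylcholine fluorescence recording 140 s; benchmarks: low control EC20 acetylcholine (0%), high control EC100 acetylcholine (100%); read-out: Max/basal fluorescence ratio as % of EC20–EC100 ACh window; compound: single dose, 3 µM nominal final test concentration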
Numbers without * were called inactive; / = not tested or not shown.

SMILES	CHRM4 agonist	M4 PAM	CRFR2-BP antag	CHRM5 agonist	M4 antag	CHRM5 antagonist	CHRM1 PAM	CRFBP-R2 agonist	M5 PAM
Cc1ccc(C(=O)N/N=C\c2ccc(-c3ccc(Cl)cc3)o2)cn1	7	-3	-9	1	-10	8	-2	-3.0	-8
COc1cc(NC(=S)NCCC(c2ccccc2)c2ccccc2)c(OC)cc1Cl	0	-7	65*	-4	-6	1	-5	1.6	-11
COc1cc(-c2noc(C)c2/C=C/c2cccc([N+](=O)[O-])c2)cc(OC)c1OC	1	5	9	0	-5	1	1	0.8	7
COc1cc2c(NCCCCCO)ncnc2c(OC)c1OC	0	-1	-3	-1	-7	3	6	1.6	-1
CCOC(=O)NC(=O)CSc1ccccn1	-1	0	-6	2	10	2	3	0.2	-1
Cc1csc(NC(=O)CSc2nnc(Cc3cccn3C)n2CCc2ccccc2)n1	8	-3	-20	2	-9	-6	-4	-1.7	-6
COc1cc2c(cc1OC)C(c1ccccc1)N(Cc1ccc(S(=O)(=O)NC(=O)c3ccco3)cc1)CC2 (stereo unspecified)	-2	6	/	-5	-6	-5	/	/	-6
CCOC(=O)c1cccc(NC(=O)CCc2nnc3ccc(N4CCCCC4)nn23)c1	4	-1	6	-5	2	15	9	-0.9	-6
Cc1cccc(N(C(=O)Nc2ccc(Cl)cc2)C2=NCC(C)S2)n1 (stereo unspecified)	6	-6	-5	-13	9	8	-4	-0.1	-3
COc1cc(/C=N/Nc2nc(Nc3ccccc3)nc(N3CCOCC3)n2)ccc1OC(=O)c1ccco1	3	1	-22	-2	-15	4	-5	-0.5	-4
Cc1cccn2c(=O)c(/C=C(\C#N)S(=O)(=O)c3ccccc3)c(N3CCN(c4ccccc4)CC3)nc12	1	5	2	-1	4	-10	18	1.2	15
CCC(C)[C@H](N)c1nnc(SCc2cccc(F)c2)o1 (stereo partly specified)	1	0	-1	4	3	4	-8	-0.3	4
CNc1ccc(Oc2nc([N+](=O)[O-])nn2C)cc1	0	7	-5	-4	-6	8	11	-1.1	1
CCN=c1scc(-c2cccs2)n1/N=C/c1cc(OC)ccc1O	1	8	-2	-2	-2	-3	5	7.1	3
COc1ccc(N2CCN(Cc3nc4c(c(=O)[nH]c(=O)n4C)n3CC(C)=O)CC2)cc1	0	6	5	-2	-10	0	9	-1.0	6
CC(C)CN1C2CCCC1CC(NC(=S)NCc1ccco1)C2 (stereo unspecified)	1	5	-8	-12	-12	11	-10	-1.5	1
COc1cc(/C=C/C(=O)Nc2cc(S(=O)(=O)N3CCOCC3)ccc2N2CCCC2)cc(OC)c1OC	2	-8	1	1	5	5	4	6.0	-1
CC(C)NC(=O)C1(C)CSCC(=O)N1CCCN1CCOCC1 (stereo unspecified)	0	3	/	-1	7	7	/	/	-1
COCCNC(=O)NC(=O)COC(=O)c1ccc2[nH]c3c(c2c1)CCCC3	3	12	-10	7	-7	-1	6	-1.2	15
NNC(=O)Cn1c(COc2ccc(Cl)cc2)nc2ccccc21	2	4	-13	1	-5	-6	6	-0.9	0
O=C(NCc1ccco1)c1cccc(F)c1	1	6	-29	4	10	-15	8	1.8	14
O=C(CSc1n[nH]c(-c2ccncc2)n1)Nc1ccc(Cl)cc1	6	1	-3	5	-6	0	25	-0.4	10
COc1ccccc1-c1nc2ccccc2nc1-c1ccccc1OC	5	-4	24	-4	-1	12	0	-0.4	-10
O=CN1CCN(C(=O)c2cccc3c2-c2ccccc2C3=O)CC1	2	-2	-1	-2	2	5	2	0.7	-2
O=C(CSc1nnc(C2CC2)n1-c1ccccc1)Nc1ccc(N2CCOCC2)cc1	3	2	8	0	-7	-2	5	0.1	10
Cc1cc(C(F)F)n2ncc(C(=O)O)c2n1	1	10	-18	0	-9	-8	2	0.3	5
COc1cc(C)c(Br)cc1S(=O)(=O)NCCN1CCOCC1	0	1	34	-6	5	2	4	1.2	-10
CN(CC(=O)Nc1ccc(F)c(F)c1F)C(=O)c1cc(S(=O)(=O)N(C)C)ccc1N1CCCC1	4	-4	0	-2	13	9	-5	0.8	-3
O=C(Nc1ccccc1[N+](=O)[O-])c1ccc(S(=O)(=O)N2CCCC2)cc1	6	-1	6	-2	1	-7	-1	-1.3	-1
COC(=O)CCCC1=CC2=CC(=O)C(C)(OC(=O)c3cccs3)C(=O)C2=CN1CCc1c[nH]c2ccccc12 (stereo unspecified)	1	12	-7	-1	-7	2	2	0.5	-1
COc1cc(C2C=C(C34CC5CC(CC(C5)C3)C4)NC(=S)N2)cc(OC)c1OC (stereo unspecified)	-2	-12	37	-7	19	7	0	2.8	-14
CC(O)[C@H]1CC[C@H]2[C@@H]3CC[C@H]4C[C@@H](O)CC[C@]4(C)[C@H]3/C(=N/O)C[C@]12C (stereo partly specified)	6	3	-3	7	4	2	1	3.4	-3
O=S(=O)(c1ccc(-c2csc(-c3cccnc3)n2)cc1)N1CCCC1	7	0	-6	-3	23	12	-2	0.1	-10
COc1ccc(N(CCCN2C(=O)c3cccc4cccc(c34)C2=O)C(=O)c2cccnc2)cc1	10	-5	2	2	-8	10	4	-1.0	-2
CCC(C(=O)NC(C)(C)C)N(Cc1ccccc1Cl)C(=O)c1snc(C(N)=O)c1N (stereo unspecified)	1	3	-12	-5	-2	2	1	-1.2	2
N/C(COc1cccc(Cl)c1)=N\NS(=O)(=O)c1ccccc1	2	23	8	3	-5	-2	7	-1.9	-1
CCCCc1n[nH]c(=S)n1Cc1ccc(C)cc1	0	-9	-5	-10	5	6	-12	-2.6	-4
COc1ccc(NC(=S)N2CCN(c3ccccc3)CC2)c(OC)c1	1	0	6	0	3	0	0	1.3	4
Cc1cc(C)cc(NS(=O)(=O)c2cc(Br)cnc2N)c1	1	-6	-9	-6	-2	4	0	-2.3	-3
COCCCn1c(C(=O)NC2CCCCC2)cc2c(=O)n3cccc(C)c3nc21	12	-3	-19	0	-28	0	-3	-3.0	-6
O=C(Nc1ccc(F)c(F)c1)c1cccnc1	1	4	26	-1	-15	-7	2	3.1	-1
Cc1ccc(NC(=O)C2=COCCO2)cc1S(=O)(=O)N1CCOCC1	1	-5	4	3	3	1	-3	0.4	-11
NC(=O)NC(CC(=O)NCc1ccc2c(c1)OCO2)c1ccccc1Cl (stereo unspecified)	1	-6	3	-3	3	11	-12	0.8	-1
CCOc1ccc(NC(=O)CSc2nnc(C(C)C)n2CC)cc1	0	-2	11	-3	-3	-11	4	2.5	3
COc1cccc(C(=O)O/N=C2\CCS(=O)(=O)c3sccc32)c1	1	2	10	-4	-15	0	8	1.9	5
COC(=O)c1cc(-c2ccccc2)n(CC(=O)O)c1C	1	2	-12	-1	4	-4	10	2.1	-1
CC1(C)CC(=O)C(C=NCCN2CCN(C(=S)Nc3ccc(F)cc3)CC2)=C(O)C1	0	-6	15	0	5	3	2	-2.6	4
CCN(CC)S(=O)(=O)c1ccc(N2CCOCC2)c(NC(=O)c2ccc(N3CCCC3=O)cc2)c1	1	-3	2	3	17	4	-1	-4.9	6
COc1ccc(Cl)cc1NS(=O)(=O)c1c(C)nc2sccn2c1=O	2	2	14	0	-16	3	8	3.4	1
O=C(C[C@H]1C/C=C\CCC(=O)O[C@@H](c2ccccc2)CNC1=O)NCCO	1	15	2	0	-6	-2	13	-1.3	7
Cc1ccc(NC(=O)C2CCN(S(=O)(=O)c3ccc4c(c3)OCCCO4)CC2)nc1	3	-3	35	-3	-1	2	-5	-0.5	0
CCN1CCN(C(=O)/C=C\C(=O)O)CC1	0	11	-2	-3	7	3	15	-0.5	-7
Cc1cc(NC(=O)CSc2nccn2C)no1	1	8	4	-1	-1	0	4	-3.1	0
CCCNC(=O)NC(=O)COC(=O)/C=C/c1cc(Br)ccc1F	1	7	-4	0	-18	6	6	0.8	3
CCOc1ccc2nc3cc(NCc4ccc(OC)cc4)ccc3c(N)c2c1	2	-2	-2	-4	-4	8	6	43	2
Cc1cc2nc(-c3ccco3)cc(C(F)(F)F)n2n1	0	-2	0	2	-1	3	0	-0.7	3
O=C(NCc1ccccc1)C1=C[C@@H](c2coc3ccccc3c2=O)C[C@@H](OCc2ccc(CO)cc2)O1	13	-9	7	-8	8	11	-11	-0.5	-8
CC(C)(C)[C@H]1C=C(C(=O)O)O[C@@H](OCc2ccc(CO)cc2)C1	0	-4	2	4	1	8	4	-1.4	4
C/C(=N\NC(=O)CCc1c[nH]c2ccccc12)c1cccc([N+](=O)[O-])c1	3	-1	12	0	3	-13	0	-0.6	0
Cc1ccc2c(c1)C1C=CCC1C(C(=O)NCCCN1CCOCC1)N2 (stereo unspecified)	2	-3	-6	2	5	10	-4	-2.3	0
(list continues)
SMILES	CHRM4 agonist	M4 PAM	CRFR2-BP antag	CHRM5 agonist	M4 antag	CHRM5 antagonist	CHRM1 PAM	CRFBP-R2 agonist	M5 PAM
c1ccc(-c2nnc(SCc3nc4ccccc4[nH]3)n2Cc2ccco2)nc1	10	-11	-1	4	3	4	-2	0.1	-12
CC(=O)c1cccc(N(CC(=O)NCC2CCCO2)C(=O)CCC(=O)Nc2cc(C)on2)c1 (stereo unspecified)	1	9	11	-6	-5	5	-3	-2.2	-11
Nc1nc(SCC(=O)NCc2ccc(F)cc2)[nH]c(=O)c1NC(=O)c1ccc(Cl)cc1	0	-3	14	-2	6	4	9	1.9	-2
Cn1ccnc1SCc1cc(=O)[nH]c2ccccc12	8	-10	-7	5	18	17	-3	0.1	-7
COc1cc(CNC[C@H]2O[C@@H](n3ccc(N)nc3=O)[C@H](O)[C@@H]2O)ccc1OCc1cccc(Cl)c1	1	11	-12	-1	0	-10	9	-1.3	6
CC1CN(C(=O)c2cc(Br)c(Br)s2)CC(C)O1 (stereo unspecified)	1	6	4	1	-1	-3	2	-1.3	5
Cc1ccc(CC(=O)NC2CCCc3ccccc32)cc1C (stereo unspecified)	-1	-6	-4	-6	-2	9	3	0.6	-1
CCOc1ccc(NC(=O)COC(=O)CN2CCCCCC2=O)cc1	1	2	1	2	-7	8	1	-4.0	-6
COc1ccccc1/C=N/NC(=O)c1cccc(NC(=O)c2ccccc2C)c1	16	-6	-5	2	7	17	-8	0.9	-8

3 records drawn at random from those above, as already listed:
SMILES	CHRM4 agonist	M4 PAM	CRFR2-BP antag	CHRM5 agonist	M4 antag	CHRM5 antagonist	CHRM1 PAM	CRFBP-R2 agonist	M5 PAM
CC(=O)c1cccc(N(CC(=O)NCC2CCCO2)C(=O)CCC(=O)Nc2cc(C)on2)c1 (stereo unspecified)	1	9	11	-6	-5	5	-3	-2.2	-11
COc1cc(CNC[C@H]2O[C@@H](n3ccc(N)nc3=O)[C@H](O)[C@@H]2O)ccc1OCc1cccc(Cl)c1	1	11	-12	-1	0	-10	9	-1.3	6
CCOc1ccc(NC(=O)COC(=O)CN2CCCCCC2=O)cc1	1	2	1	2	-7	8	1	-4.0	-6

No enrichment for hits; 2.6% or so of the library scored in one or more.
